TNAP act hi DEA – TNAP (human) activation, high acceptor | P05186 | 200,000 tested, under 10 active | activation factor at 20 µM | purified TNAP, CDP-star luminescence, 1 M DEA, 30 min; hits give high values; 0 = EDTA background, 1 = DMSO-only activity;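 active = activation factor at least 2 at 20 µM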
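Assay system: human TNAP; Input: enzyme diluted 1/800 final; Reagent: CDP-star luminogenic substrate at 100 µM final; Timing: 30 min, room temperature; Signal: luminescence; Evaluation: TNAP activation factor scaled between EDTA and DMSO control wells.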
PMI act – phosphomannose isomerase (human) activation; purified human PMI, coupled resazurin fluorescence, 20 min; hits give high values; 1 = vehicle control, 0 substrate-free wells; activation factor at 20 µM; 190,000 compounds, 0.005% hits; AID 1214;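 active = activation factor of 2 or more at 20 µM, relative to plate controls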
Target sequence (P34949 whole entry, looked up): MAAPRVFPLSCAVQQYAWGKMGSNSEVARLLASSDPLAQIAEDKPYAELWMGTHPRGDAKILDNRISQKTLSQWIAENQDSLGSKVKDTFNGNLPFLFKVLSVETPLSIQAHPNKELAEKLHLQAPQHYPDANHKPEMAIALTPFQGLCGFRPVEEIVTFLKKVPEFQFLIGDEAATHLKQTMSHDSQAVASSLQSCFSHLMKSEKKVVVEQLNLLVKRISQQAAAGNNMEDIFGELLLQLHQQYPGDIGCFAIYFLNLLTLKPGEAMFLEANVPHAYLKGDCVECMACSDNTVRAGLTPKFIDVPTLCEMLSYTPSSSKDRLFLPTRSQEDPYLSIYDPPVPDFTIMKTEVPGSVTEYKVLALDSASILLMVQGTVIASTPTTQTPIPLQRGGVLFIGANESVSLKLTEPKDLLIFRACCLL
TNAP inh no acc – inhibitors of human TNAP without phosphate acceptor | P05186 | purified TNAP, CDP-star luminescence, 30 min | inhibition, % at 20 µM | 200,000 compounds, 0.26% hits | AID 1012;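 active = tissue-nonspecific alkaline phosphatase inhibition above about 50% at 20 µM in the single-dose screen, limit read from the data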;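 also: 0% = DMSO negative control and 100% = EDTA positive control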
Diaph inh CS – inhibits diaphorase or chemically oxidizes, flagging diaphorase assay artifacts; diaphorase resazurin-to-resorufin fluorescence, NADH, 16 min; bacterial (C. kluyveri) enzyme, not human; 190,000 compounds, 0.69% hits; inhibition, % at 20 µM;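 active = primary screen inhibition at 20 µM above a set limit, cut at about 50% in these data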;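 also: plate controls were DMSO with full reaction for no effect and wells lacking NADH for full effect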
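controls = No-NADH positive control and DMSO neutral control | system = Clostridium kluyveri diaphorase enzyme | timing = reaction incubation of 16 min at room temperature | signal = resorufin fluorescence 544/590 nm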
Efa HMGR inh – E. faecalis class II HMG-CoA reductase inhibition; purified E. faecalis HMGR, NADPH absorbance 340 nm kinetic; inhibition, % at 10 µM; 190,000 compounds, 0.41% hits; AID 1066;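 active = inhibition above a set limit, the median over all tested compounds plus 3 SD, cut at about 9.5% in these data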;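 also: enzyme runs in reverse so mevalonate oxidation gives rising NADPH absorbance; 0% = complete reaction with DMSO and 100% = background rate lacking mevalonate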
G6PDH CS – L. mesenteroides G6PDH inhibition counter-screen; 200,000 compounds, 0.12% hits; AID 1020; inhibition, % at 5 µM; Purified L. mesenteroides G6PDH, diaphorase/resazurin coupled fluorescence, 45 min; in the data active = inhibition above about 50%
TNAP inh hiacc – blocks human TNAP under high phosphate acceptor concentration | purified TNAP, CDP-star luminescence, 1 M DEA | inhibition, % at 20 µM | 200,000 compounds, 0.03% hits | AID 1135;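 active = over 50% inhibition of tissue-nonspecific alkaline phosphatase at 20 µM in the single-dose screen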;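 also: plate controls were DMSO wells for no effect and EDTA-quenched wells as full inhibition for full effect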
Diaph act CS – counter-screen for diaphorase-based assays: diaphorase activators and chemical reducers. Diaphorase/resazurin coupled assay, resorufin fluorescence, 16 min; hits give high values; 1 = vehicle wells, 0 = NADH-free wells. activation factor at 20 µM. 190,000 compounds, 0.005% hits;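 active = diaphorase activity raised at least twofold by the compound at 20 µM; inactive = activation factor below 2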
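Material: bacterial diaphorase enzyme (C. kluyveri); amount: enzyme 0.07 U/mL final; reagent: NADH substrate 0.114 mM plus resazurin dye 0.1 mM, final; doses: single compound dose of 20 µM, 1% DMSO final; timing: 16 min enzyme reaction, ambient temperature; measured by: fluorescence of resorufin, 544 nm excitation, 590 nm emission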
FLuc act counter – affects firefly luciferase, flagging false hits in luciferase stimulation screens. activation factor at 10 µM. ATPlite luciferase biochemical, luminescence, 10 min; 0 = ATP-free wells, 1 = DMSO control. AID 1027. P08659. 200,000 tested, under 10 active;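 active = luciferase activation factor, scaled between plate controls, of at least 2 with compound at 10 µM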
Target sequence (P08659 whole entry, looked up): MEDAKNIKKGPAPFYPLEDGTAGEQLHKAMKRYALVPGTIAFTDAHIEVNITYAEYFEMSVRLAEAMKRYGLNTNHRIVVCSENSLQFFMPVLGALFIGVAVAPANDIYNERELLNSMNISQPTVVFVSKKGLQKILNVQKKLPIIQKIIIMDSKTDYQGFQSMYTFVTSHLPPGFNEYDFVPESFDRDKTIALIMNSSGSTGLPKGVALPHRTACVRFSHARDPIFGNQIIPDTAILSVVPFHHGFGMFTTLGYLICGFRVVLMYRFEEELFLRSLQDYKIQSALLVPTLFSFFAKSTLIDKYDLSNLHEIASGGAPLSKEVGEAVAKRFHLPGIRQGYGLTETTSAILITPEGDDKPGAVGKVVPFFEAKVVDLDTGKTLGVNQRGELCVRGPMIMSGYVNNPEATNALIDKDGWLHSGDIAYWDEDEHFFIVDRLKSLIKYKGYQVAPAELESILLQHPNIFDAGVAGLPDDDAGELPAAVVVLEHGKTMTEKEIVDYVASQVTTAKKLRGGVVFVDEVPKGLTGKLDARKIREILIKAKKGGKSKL
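test system = cell-free luciferase reagent | medium = PBS as buffer for the ATP substrate | dosing = test compounds dosed from 2 mM stocks in 100% DMSO | incubation = 10 min at ambient temperature | detection = luminescence measurement of luciferase light output | benchmarks = low control with PBS replacing ATP, high control enzyme plus ATP without compound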
PMI act satM6P – PMI (human) activation, high substrate | coupled PMI enzyme assay, resazurin fluorescence, 20 min; hits give high values; 1 = untreated enzyme, 0 = substrate-free blank | activation factor at 20 µM | 190,000 compounds, 0.34% hits;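 active = activation factor of 2 or more at 20 µM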
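Test system: human phosphomannose isomerase with PGI, G6PDH, diaphorase coupling enzymes; Amount: PMI at 15 ng/mL final; Reagent: Mannose-6-phosphate 1.0 mM (near-saturating) plus 0.22 mM NADP+; Timing: 20 min, room temperature; Technique: resorufin fluorescence at Ex 544/Em 590 nm; Dosing: 20 µM single dose.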
Numbers without * were called inactive; nt = not tested or not shown.

SMILES	TNAP act hi DEA	PMI act	TNAP inh no acc	Diaph inh CS	Efa HMGR inh	G6PDH CS	TNAP inh hiacc	Diaph act CS	FLuc act counter	PMI act satM6P
COc1cc([N+](=O)[O-])ccc1NC(=O)Cn1ccsc1=N	1.1	1	-9	4	1	4	-7	1	1	1
CC(C)c1[nH]nc2c1C(c1cccs1)C(C#N)=C(N)O2 (stereo unspecified)	1	0.9	2	12	-5	4	4	0.9	1	0.9
COc1ccc(Cl)cc1C(=O)n1nc(C)cc1C	1	1	-7	4	2	3	3	1	1	1
O=[N+]([O-])c1ccc(NCCNS(=O)(=O)c2ccccc2)cc1	0.9	1.6	4	12	-4	3	5	0.9	1	1
CNC(=O)N1c2ccccc2NC(=O)CC1C (stereo unspecified)	1	0.6	-6	2	-14	-1	0	1	1	1
Cc1ccc(NC(=O)C(c2ccc(Cl)cc2Cl)N2CCCC2)cc1 (stereo unspecified)	1	0.9	-11	16	-2	-10	3	0.8	1	1
Cc1cc(C)n2nc(C(=O)Nc3ccc(N4CCOCC4)cc3)nc2n1	1	1.1	-4	3	0	8	-3	1	1	1.1
O=C(N/N=C/c1ccc2c(c1)OCO2)c1cc(-c2ccc(F)cc2)nc2ccccc12	1.1	0.9	-2	13	-1	4	-6	0.9	0.9	0.9
O=C(NCc1ccccc1)C1=C[C@@H](c2ccc(Br)cc2)C[C@@H](OCCCCO)O1	1.1	0.9	-6	42	-1	24	-5	0.6	1	0.4
CC(NC(=O)OCc1ccccc1)C(=O)NCC1CCCO1 (stereo unspecified)	1	1	-10	-5	-8	3	-4	1	1	1.1
CN1C(=O)c2ccccc2C(C(=O)O)C1c1cccc(Cl)c1 (stereo unspecified)	1	1.1	-7	0	-2	-2	-3	1	1.1	1.1
O=C1c2cccc3cccc(c23)C(=O)N1CCN1CCN(CC(O)COCc2ccc(Cl)cc2)CC1 (stereo unspecified)	1	1	-2	8	2	10	0	0.9	1.1	1.1
COc1cc(SC)ccc1C(=O)Nc1c(C)cccc1C	1	1.1	-8	-13	-7	7	-5	1.1	1	1.1
Cc1occc1-c1nnc(SCC(=O)N2CC(=O)Nc3ccccc32)n1CC(C)C	1	1	-8	12	-12	-2	-2	0.9	1.1	1.1
CCOC(=O)C(=O)NNc1ccc(Cl)cc1	1	1.7	-12	16	-1	5	-5	0.8	1.1	2.5*
COc1ccc(S(=O)(=O)N2CCCC2C(=O)NCc2cccs2)cc1 (stereo unspecified)	1	1.1	-9	-10	-5	14	-2	1.1	1	1.1
O=[N+]([O-])c1cccc(-c2n[nH]c(=S)n2Cc2ccccc2)c1	1.1	0.9	4	20	-4	17	-8	0.8	1	0.9
N/C(=N\OC(=O)Oc1ccccc1)c1ccc(Br)cc1	1	1	-7	15	0	1	0	0.9	1	1
NC(N)=NCCCc1cn(CC(=O)N2CCNCC2)nn1	1	1.1	-10	-7	-8	11	0	1.1	1	1.1
O=C(Cn1cc(C(=O)c2ccco2)c2ccccc21)NCc1ccco1	1	1	-7	7	-1	12	-3	0.9	1.1	1
COC(=O)CCC(=O)Nc1nccs1	1.1	0.8	-8	22	0	11	-6	0.8	1.1	1
O=C(Nc1nnc(-c2ccc3c(c2)OCCO3)o1)C1CCCCC1	1	1	4	5	-1	-4	4	0.9	0.7	1
c1ccc2c(CN3CCOCC3)c3ccccc3c(CN3CCOCC3)c2c1	1	0.8	-6	8	1	3	-3	0.9	1	0.9
C=CCN1C(=O)OC2(CCCCC2)C1(C)O (stereo unspecified)	1	1	-4	9	0	4	-2	0.9	1	1
CCc1ccc(-c2nc(CSCC(=O)NCCCN3CCCC3=O)c(C)o2)cc1	1.1	1	-11	11	-4	2	-5	0.9	1	1

Profiles as entered above. Values in the order: TNAP act hi DEA, PMI act, TNAP inh no acc, Diaph inh CS, Efa HMGR inh, G6PDH CS, TNAP inh hiacc, Diaph act CS, FLuc act counter, PMI act satM6P
Record of O=C(NCc1ccccc1)C1=C[C@@H](c2ccc(Br)cc2)C[C@@H](OCCCCO)O1 → 1.1, 0.9, -6, 42, -1, 24, -5, 0.6, 1, 0.4
Record of COc1ccc(Cl)cc1C(=O)n1nc(C)cc1C → 1, 1, -7, 4, 2, 3, 3, 1, 1, 1
Record of CN1C(=O)c2ccccc2C(C(=O)O)C1c1cccc(Cl)c1 (stereo unspecified) → 1, 1.1, -7, 0, -2, -2, -3, 1, 1.1, 1.1
Record of COc1ccc(S(=O)(=O)N2CCCC2C(=O)NCc2cccs2)cc1 (stereo unspecified) → 1, 1.1, -9, -10, -5, 14, -2, 1.1, 1, 1.1
Record of COc1cc(SC)ccc1C(=O)Nc1c(C)cccc1C → 1, 1.1, -8, -13, -7, 7, -5, 1.1, 1, 1.1

More results
SMILES	TNAP act hi DEA	PMI act	TNAP inh no acc	Diaph inh CS	Efa HMGR inh	G6PDH CS	TNAP inh hiacc	Diaph act CS	FLuc act counter	PMI act satM6P
Cc1ccc(N(C(C)C(=O)Nc2ccc(S(=O)(=O)N3CCOCC3)cc2)S(C)(=O)=O)cc1 (stereo unspecified)	1	1	-12	18	-5	-15	-4	0.8	1.1	0.9
COc1ccccc1OCC(=O)c1[nH]c(C)c(C(C)=O)c1C	1	0.9	-9	14	-4	4	-3	0.9	1	0.9
COc1ccccc1NC(=O)C(C)Nc1ccc(C)c(Cl)c1 (stereo unspecified)	1	0.9	-11	12	0	6	0	0.9	1	0.9
c1cncc(CSc2ccc(-c3cccs3)nn2)c1	1	1	4	8	4	6	-3	0.9	0.5	1
CCN1C(=O)/C(=C\C=C2/C=CC=CN2CC)SC1=S	0.5	0.5	27	43	-2	6	48	0.6	0.8	0.3
Cn1c(=O)cc(SCC(=O)NCCCN2CCN(c3ccc(F)cc3)CC2)c2ccccc21	1.1	1	-12	13	1	2	-6	0.9	1	1
CC(=O)Nc1ccc(NC(=O)c2nc(-c3ccccc3)oc2C)cc1	1	1	4	7	1	0	-3	0.9	1.1	1
CC(=O)c1ccc(OCC(C)C)c(Cc2c(O)nc(N)[nH]c2=O)c1	1	1	4	8	-4	7	-2	0.9	1.1	1
COCCN(C(=O)CCCC(=O)Nc1ccccn1)C(C(=O)NC1CCCCC1)c1ccc(C)cc1 (stereo unspecified)	1.1	1	-4	14	-3	14	-8	0.9	1.1	0.9
Clc1cccc(Cl)c1COc1ccncc1	1	1	-8	6	-4	3	-3	0.9	1.1	1
O=C(O)/C=C/C(=O)NCc1ccccc1	1	1.2	-11	1	-1	5	-4	1	1.1	1.2
O=C(CN1C(=O)CSC1=O)Nc1ccc2c(c1)OCCO2	1.1	1.1	4	4	nt	3	-5	1	0.9	1
CC(=O)Nc1ccc(S(=O)(=O)NNC(=O)c2ccc(C)cc2)cc1	1	1	-14	10	-6	-2	2	0.9	1	1
Cc1[nH]c(=O)[nH]c(=O)c1CSc1nnc(CCCCCNC(=O)OC(C)(C)C)o1	1	1	-7	8	0	4	-2	0.9	1.1	1
COc1ccc2cc(C(=O)NCC(=O)O)sc(=O)c2c1OC	1	1	-13	7	-1	4	-2	0.9	1.1	1.1
Cc1ccc(Cl)cc1Nc1nc(-c2sc(NC(=O)c3ccccc3)nc2C)cs1	1	0.7	2	12	-9	7	1	0.9	1	0.9
O=C(NCCSc1c[nH]c2ccccc12)C1CC1	1	1	-12	9	-6	-7	-1	0.9	1.1	1
NC1=NN(c2cccc(C(=O)O)c2)C(=O)C1	0.9	0.9	-2	13	-5	19	6	0.9	1	0.7
CCC(=O)Nc1ccc(NC(=O)c2ccco2)c(OC)c1	1.1	0.9	-3	14	0	14	-6	0.9	1	1
CCNC(=S)N/N=C/c1cccc(/C=N/NC(=S)NCC)c1	1	0.9	2	7	-6	16	-2	0.9	1	0.9
CNC(=O)c1sccc1Oc1ccc(F)cc1[N+](=O)[O-]	1	1.1	-10	2	0	0	-2	1	1	1
Cc1ccc(OCC(=O)Nc2ccc(S(=O)(=O)Nc3onc(C)c3C)cc2)cc1	1	1	-5	5	-8	5	0	0.9	1	0.9
CC(=O)N1C(C(=O)O)CSC1c1cccc(C)c1 (stereo unspecified)	1	1	-5	8	-1	4	-1	0.9	1.1	1
COc1ccc(CNC(=O)CN(c2ccccc2)S(=O)(=O)c2ccccc2[N+](=O)[O-])cc1	1.1	0.9	-5	18	0	10	-6	0.8	1.1	1.1
CC(C)=CC(=O)OCC(=O)Nc1cc(C)cc(C)c1	1	1	-10	-33	-3	4	-2	1.3	1	1
SMILES	TNAP act hi DEA	PMI act	TNAP inh no acc	Diaph inh CS	Efa HMGR inh	G6PDH CS	TNAP inh hiacc	Diaph act CS	FLuc act counter	PMI act satM6P
CS(=O)(=O)N(CC(=O)NC1CCCC1)Cc1ccc(Cl)cc1	1	1	-7	-8	-8	-2	4	1.1	1	1
Cc1ccc(CNC(=O)C(=O)NCC2OCCN2S(=O)(=O)c2ccc3c(c2)OCCO3)cc1 (stereo unspecified)	1.1	0.9	-11	25	1	14	-8	0.8	1.1	0.9
CC1(C)CC(=O)C(C(c2ccncc2)C2C(=O)CC(C)(C)CC2=O)C(=O)C1	1.1	1.2	-18	9	nt	-4	-6	0.9	1.1	1
Cc1nc2ccccc2c2oc(C(=O)N3CCc4ccccc4C3)cc12	1.1	0.9	12	22	-3	20	-7	0.8	1.1	1
Cc1ccc2c(c1)C1CN(C)CCC1N2C(=S)Nc1ccc(OC(F)F)cc1 (stereo unspecified)	1.1	0.9	-15	7	-8	1	-5	0.9	1.1	1
CCN(C(=O)CSc1nc2ccc([N+](=O)[O-])cc2s1)C1CCS(=O)(=O)C1 (stereo unspecified)	1	1.3	-6	17	-4	4	-4	0.8	1	1.1
O=C(COc1ccc(S(=O)(=O)N2CCCC2)cc1)NCc1ccco1	1.1	1	-14	8	-7	-4	-9	0.9	1	1
CN(c1ccccc1)c1nc(N)c([N+](=O)[O-])c(NCc2ccco2)n1	1	0.9	-2	19	-2	12	4	0.8	1	0.9
COc1ccccc1CN=Cc1[nH]c2ccc(Br)c(Cl)c2c1O	1.1	1.1	1	33	-6	38	-6	0.7	1	1.3
COc1nc(NCCN2CCOCC2)nc(Nc2ccccc2)n1	1	1	-3	5	-3	-5	-3	1	1	1
C=CCn1c(SCc2ccc(OC)cc2)nnc1-c1cccnc1	1.1	1	-8	10	-7	0	-7	0.9	1.1	1
CCCNC(=O)c1c(N)n(-c2ccc(S(N)(=O)=O)cc2)c2nc3ccccc3nc12	1	0.7	-10	10	-1	-22	1	0.9	1	0.8
C=CCn1c(CC#N)nnc1N1CCOCC1	1.1	1	-8	2	-2	-6	-5	1	1.1	1.2

Compound activity: PubChem BioAssay, several laboratories
